Source: PubChem BioAssay (National Center for Advancing Translational Sciences (NCATS))
GAA spleen mod – inhibits or activates alpha-glucosidase in human spleen homogenate. P10253. human spleen homogenate, 4-MU-alpha-glucoside fluorescence. Potency, µM (titrated, usually from 79.9 µM), inactives show at the highest dose activity change, negative = inhibition, most hits filed as inhibitors. 0.006% of 240,000 active. AID 2112;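 further: 0% = enzyme with vehicle and -100% = no enzyme basal signal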
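Human spleen homogenate (1 ug) with 4-methylumbelliferyl-alpha-D-glucopyranoside (1 mM final) in 50 mM citrate/phosphate pH 5.0, 0.01% Tween-20; 40 min at 37 C. Stopped at pH 10; 4-MU fluorescence Ex 365/Em 440 nm; AC50 by Hill fit.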
GAA inh – alpha-glucosidase (human) inhibition | AID 1466 | 0.005% of 200,000 active | purified human GAA, 4-MU-alpha-glucoside fluorescence | Potency, µM (titrated, usually from 76.9 µM), inactives show top-dose activity change, negative = inhibition, hits mostly inhibitors;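 further: plate controls were uninhibited enzyme wells for no effect and no-enzyme background for full effect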
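Human alpha-glucosidase, 4 nM, pre-mixed with test compounds before 400 uM 4-methylumbelliferyl substrate; 20 min room temperature at pH 5.0. Fluorescence read after pH 10 stop; AC50 values from Hill-equation fits.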
IMPase Li inh – membrane-permeable IMPase blocker, potentiated with lithium; CHO-M1 cells, IP1 TR-FRET (IP-One), carbachol + lithium; Potency, µM (highest dose often 59.4 µM), for the others: at the top dose activity, negative = IMPase inhibition, usual class: inhibitors; 0.35% of 210,000 active;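 further: IP1 builds up when IMPase is blocked and the TR-FRET signal falls; plate controls were basal vehicle for no effect and high inhibitor control for full effect; nearly all actives have a fitted effect of over 50% in size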
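Steps: plate 2000 CHO-M1 cells per well and culture 16–30 h; add compound and lithium; incubate 30 min, 37C; add d2-IP1 tracer and Eu cryptate anti-IP1 antibody in lysis buffer; read after 10 min at room temperature.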
HTT aggregate – reduces HttQ103-GFP aggregates in PC12 cells | AID 1688 | PC12 HttQ103-GFP aggregates, Acumen cytometry, 40 h | 1.1% of 220,000 active | Potency, µM (series often up to 46.1 µM), for the others: at the top dose activity change, negative = inhibition, usual class: inhibitors; further: on the % scale 0 is the no-effect control and ±100 the full control effect; nearly all actives have a fitted effect of over 60% in size
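Steps: seed 1500 PC12 HTTQ103-GFP cells/well; add tebufenozide, 100 nM final; add compound titration; add ATPLite reagent; quantify GFP aggregates by laser scanning cytometry.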
HTT cytoprotect – cytoprotection in Huntington HTT-Q103 PC12 cell model. PC12 HTT-Q103 induced, cytoprotection, ATP luminescence, 40 h. Potency, µM (series often up to 56.4 µM), inactives show cytoprotection (ATP increase), usual class: activators. AID 1471. 0.14% of 230,000 active;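 further: % of control where 0% means no effect; nearly all actives have a fitted effect of over 45% in size; toxic huntingtin expression switched on by the ecdysone agonist tebufenozide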
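Stable PC12 Q103-GFP cells in serum-supplemented, phenol red-free DMEM; induction by tebufenozide at 100 nM final; compound dose series; cell viability quantified luminescently from ATP.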
RGS12 GoLoco inh – RGS12 GoLoco-Gai1 interaction inhibition. P63096. Gai1:RGS12 GoLoco peptide FP, rhodamine, 10 min. Potency, µM (highest dose often 61.6 µM), inactives show top-dose activity, negative = inhibition, most hits filed as inhibitors. 0.44% of 230,000 active. AID 880; active means well fitted inhibition curve with a large enough effect, not every such curve was filed as active; inactive means no such curve, though single readings can be large or run the other way; further: on the % scale 0 is the no-effect control and ±100 the full control effect; nearly all actives have a fitted effect of over 30% in size; many of its hits are not listed in these tables
Target sequence (P63096 whole entry, looked up): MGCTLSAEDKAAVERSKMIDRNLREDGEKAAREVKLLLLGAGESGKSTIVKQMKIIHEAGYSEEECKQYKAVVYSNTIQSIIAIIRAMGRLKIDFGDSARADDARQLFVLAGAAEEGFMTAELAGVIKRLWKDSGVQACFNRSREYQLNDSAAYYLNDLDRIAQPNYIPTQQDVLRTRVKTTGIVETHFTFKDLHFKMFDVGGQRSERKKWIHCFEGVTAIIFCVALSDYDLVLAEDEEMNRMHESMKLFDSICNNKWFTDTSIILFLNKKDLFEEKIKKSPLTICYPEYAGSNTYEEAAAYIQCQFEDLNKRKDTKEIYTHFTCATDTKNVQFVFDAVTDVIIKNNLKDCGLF
GAA glycogen – GAA glycogen-cleavage inhibition or activation | recombinant GAA, glycogen substrate, Amplex Red glucose oxidase fluorescence | Potency, µM (series often up to 76.4 µM), inactives show at the highest dose activity change, negative = inhibition, most hits filed as inhibitors | 0.38% of 300,000 active;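 further: 0% = full enzyme reaction and -100% = no-enzyme basal signal; the screen sought inhibitors and activators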
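Recombinant human enzyme (4 nM); glycogen substrate; 37 C, 40 min, pH 5.0. Readout: coupled glucose oxidase/Amplex Red fluorescence.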
Active calls of the source: *; ? = inconclusive; / = not tested or not shown; & = joins results of further samples; [ ] = another dose, or the depositor's remark. Unless noted, the call rests on the fitted dose curve; in most records, active means well fitted curve in the direction sought with a large enough effect; inconclusive means small, poorly fitted or top-dose-only effect, or another doubt; inactive means no such curve, though single readings can be large; an effect the other way counts as inactive or inconclusive. Potency means the concentration at half of the fitted maximal effect. Only part of the results is shown; rates above refer to the full screens.

smiles	GAA spleen mod	GAA inh	IMPase Li inh	HTT aggregate	HTT cytoprotect	RGS12 GoLoco inh	GAA glycogen
Cc1ccc(N(C)C(=O)Oc2ccc(C(=O)c3ccc(Cl)cc3)cc2)cc1	3%	-1%	21%	9%	6%[10 µM]	-11%	-3%
CCC12CCCN3CCC4(c5ccc(OC)c(O)c5N(C(C)=O)C4CC1)C32 (stereo unspecified)	9%	/	12%	/	-31%[inhibitor][1.9 µM]	1%	/
CN1[C@@H]2CC[C@H]1CC(OC1c3ccccc3CCc3ccccc31)C2 (stereo partly specified)	8%[29.1 µM]	/	24%	-16%[20.6 µM]	-3%[40.3 µM]	-6%[21.6 µM]	/
CCOC(=O)C(O)(c1ccc(N(CC)S(=O)(=O)c2ccc(C)cc2)cc1)C(F)(F)F (stereo unspecified)	1%	0%	44%[38.3 µM]	-20%	-6%	-7%	-20%
CC(=O)Nc1ccccc1OP1(=O)COc2ccccc2OC1	0%	8%	24%[38.3 µM]	0%	11%[0.074 µM]	7%	0%
CC1CN=C(Nc2ccc(F)cc2)S1 (stereo unspecified)	-24%	-9%	12%	8%	2%[10 µM]	3%	0%
O=[N+]([O-])c1c(Cl)c(Cl)c(Cl)c(Cl)c1Cl	2%	/	18%	/	-22%	-72%	/
O=c1[nH]c(O)c(C=Nc2ccccc2Sc2ccccc2)c(=O)[nH]1	2%	/	/	-6%[9.22 µM]	0%[10 µM]	10%	-6%
CC1SC2(CN3CCC2CC3)NC1=O (stereo unspecified)	-1%	-9%	-20%[38.3 µM]	21%	-4%	-10%	-1%
COC(=O)COc1cc(C)cc2oc(=O)c3c(c12)CCCC3	-2%	-2%	18%	-16%	7%[10 µM]	-8%	0%

(more compounds)
smiles	GAA spleen mod	GAA inh	IMPase Li inh	HTT aggregate	HTT cytoprotect	RGS12 GoLoco inh	GAA glycogen
Cc1ccccc1-n1c(-c2ccc([N+](=O)[O-])cc2)nc2ccccc2c1=O	-1%	-8%	19%	-2%	6%[10 µM]	6%	6%
O=C1N(c2cccc(Cl)c2)C(c2cccnc2)N2CCCN12 (stereo unspecified)	3%	-4%	-4%	4%	-5%	-5%	4%
COC(=O)C(O)(c1ccc(N(C)C(=O)c2ccc(Cl)c(Cl)c2)cc1)C(F)(F)F (stereo unspecified)	7%	7%	2%	-4%	-19%[10 µM]	-3%	-2%
CCCCN1C(=O)C(C2c3ccccc3C(=O)N2Cc2ccccc2)C(=O)NC1=S (stereo unspecified)	5%	7%	-16%[38.3 µM]	-17%	-9%	11%	-8%
CCCCN1C(=O)NC(=O)C2(Cc3c(nc4ccccn4c3=O)N3CCc4ccccc4C32)C1=O (stereo unspecified)	-11%	?	-7%[38.3 µM]	13%	-7%[0.074 µM]	20%	-2%
CC(C)c1ccc(N2C(=O)NC(=O)/C(=C\c3cnc(-c4ccccc4)nc3)C2=O)cc1	-11%	-1%	0%[38.3 µM]	-1%	5%	86%[activator]	4%
COc1cc2c(cc1OC)C(c1c(O)n(CCc3ccccc3)c(=S)[nH]c1=O)NCC2 (stereo unspecified)	-1%	/	/	-12%[9.22 µM]	0%[10 µM]	51%[activator]	-22%
CC(O)CNc1ccc([N+](=O)[O-])c2cccnc12 (stereo unspecified)	-8%	-8%	3%	-4%	26%[10 µM]	6%	11%
COc1cc2c(cc1OC)-c1c(OC)c(OC)cc3c1[C@H](C2)[N+](C)(C)CC3	-5%	5%	6%	3%	/	-43%	2%
CCN1CCN(Cc2ccc(OC(F)(F)F)cc2)CC1	-6%	-10%	6%[38.3 µM]	-1%	-14%[0.074 µM]	3%	0%

Carrying on.
smiles	GAA spleen mod	GAA inh	IMPase Li inh	HTT aggregate	HTT cytoprotect	RGS12 GoLoco inh	GAA glycogen
Cc1ccc(Cl)cc1N1CCN(C(=O)c2cn(C)c(=O)c3c2c2ccccc2n3C)CC1	3%	-8%	44%[activator][38.3 µM]	-3%	-20%	7%	4%
Nc1cc(Cl)ccc1Cl	-3%	/	4%	/	?	-1%	/
Cc1cc(C=C2C(=O)N(C)C(=O)N(C)C2=O)c(C)n1-c1ccccc1	9%	-1%	-1%	-9%	2%	4%	3%
Cc1ccc(CCN2CC(C(=O)N3CCC4(CC3)OCCO4)CC2=O)cc1 (stereo unspecified)	-2%	4%	-20%[38.3 µM]	9%	?	-4%	11%
Cc1ncc(CN2CC=C(c3ccccc3)CC2)c(N)n1	-3%	/	-4%	/	10%	-2%	/
CC(C)C[C@H]1C(=O)N2CCC[C@@H]2[C@]2(O)O[C@](NC(=O)[C@H]3C=C4c5cccc6[nH]c(Br)c(c56)C[C@H]4N(C)C3)(C(C)C)C(=O)N12	-3%[29.1 µM]	/	10%	/	-5%[17.1 µM]	11%[21.6 µM]	/
COC(=O)C(O)(c1ccc(NC(=O)NC2CCCCC2)cc1)C(F)(F)F (stereo unspecified)	1%	-4%	-2%	0%	/	-7%	-2%
Cc1c(N=Nc2c(O)n(C)c(=O)n(C)c2=O)c(=O)n(-c2ccccc2)n1C	-2%	-10%	8%	-3%	/	14%	-3%
CCN1C(=O)N(CC)C(=O)C2(Cc3ccccc3N3CCN(c4ccccc4)CC32)C1=O (stereo unspecified)	-4%	/	/	27%[9.22 µM]	16%[10 µM]	3%	-6%
CCCC(C)n1[nH]c(=O)c2c1NC(=O)CSC2c1ccc(OC)cc1 (stereo unspecified)	-8%	-13%	8%[38.3 µM]	-4%	23%	-10%	-12%

Next records
smiles	GAA spleen mod	GAA inh	IMPase Li inh	HTT aggregate	HTT cytoprotect	RGS12 GoLoco inh	GAA glycogen
CC(=O)N1N=C2C3CCN(CC3)C2C1c1ccc(Br)cc1 (stereo unspecified)	-3%	/	/	2%[9.22 µM]	-1%[10 µM]	6%	-2%
COc1ccc(C2C([N+](=O)[O-])=C(N)Oc3c2c(=O)oc2ccccc32)cc1 (stereo unspecified)	-9%	-3%	5%	5%	14%[10 µM]	6%	8%
CCN(CC)CCN/N=C(\C)c1c(O)[nH]c(=O)[nH]c1=O	-4%	/	/	-18%[9.22 µM]	13%[10 µM]	-18%	-3%
Cc1noc(C)c1C(=O)N1CCC2(CCCN(CC(C)C)C2)CC1	-8%	/	8%	/	-3%	5%	/
O=C(NC(C(Cl)Cl)N1CCOCC1)c1ccccc1 (stereo unspecified)	13%	6%	-3%	7%	-49%[inhibitor]	193%[activator]	-19%
CCC(N)C(O)c1ccc(O)c(O)c1 (stereo unspecified)	0%	/	13%	/	-25%	-2%	/
O=C(Oc1ccccc1)N1CCC[C@@]2(CCN(Cc3cc(C(F)(F)F)cc(C(F)(F)F)c3)C2)C1	-9%	/	1%	/	1%	0%	/
CC(C)OP(=O)(OC(C)C)C(NCc1ccccc1)c1ccccc1 (stereo unspecified)	1%	-2%	10%	17%	/	6%	-5%
CN(C)Cc1c[nH]c2ccccc12	2%	/	-2%&4%&2%	/	-6%	7%	/
O=C1/C(=C/c2ccc(F)cc2)Oc2cc(OC(=O)N3CCOCC3)ccc21	-17%	?	/	5%[9.22 µM]	22%[10 µM]	4%	-3%

Other records.
smiles	GAA spleen mod	GAA inh	IMPase Li inh	HTT aggregate	HTT cytoprotect	RGS12 GoLoco inh	GAA glycogen
COc1cccc(O)c1CN1CCCC(C(=O)c2ccccc2SC)C1 (stereo unspecified)	1%	2%	26%	-21%[9.22 µM]	0%[10 µM]	5%	16%
COc1c2c(c(CC=C(C)C)c3oc(=O)c(-c4ccc(O)cc4)c(O)c13)OC(C)(C)C=C2	-4%	/	-11%	/	/	-4%	/
Cc1cccc(OC(=O)N2CCOCC2)c1	-4%	-9%	6%[38.3 µM]	-5%	-3%	-11%	6%
CCn1c(O)c(/C=N/NC(=O)c2ccccc2)c(=O)n(CC)c1=S	-2%	/	/	-34%[9.22 µM]	0%[10 µM]	16%	-4%
Cc1c(NC(NC(=O)CF)C(Cl)(Cl)Cl)c(=O)n(-c2ccccc2)n1C (stereo unspecified)	8%	0%	-3%	-13%	-1%	10%	?
CCC(=NCc1cc(OC)cc(OC)c1)c1c(O)[nH]c(=O)[nH]c1=O	5%	/	/	-14%[9.22 µM]	13%[10 µM]	-7%	4%
O=c1cccc2n1CC1CC2CN(Cc2c(Cl)cccc2Cl)C1 (stereo unspecified)	-1%	4%	7%[38.3 µM]	2%	19%	2%	9%
Cc1ccc(C)c(OCC(=O)N2CCCN(C)CC2)c1	-10%	-26%	1%	29%	2%[1.9 µM]	7%	-7%
N#C/C(=C(/O)c1ccc(S(=O)(=O)N(CCCl)CCCl)cc1)c1nc2ccccc2[nH]1	-5%	/	/	3%[9.22 µM]	-4%[10 µM]	-5%	7%
CCCCC(=O)N/N=C/c1c(O)n(CCc2ccc(OC)c(OC)c2)c(=O)[nH]c1=O	5%	?	-1%	17%	/	21%	0%

The list goes on.
smiles	GAA spleen mod	GAA inh	IMPase Li inh	HTT aggregate	HTT cytoprotect	RGS12 GoLoco inh	GAA glycogen
Clc1cccc(N2CCNCC2)c1	-1%&0%&8%	/	4%&8%&14%	?	-13%	-13%&2%&-3%	/
Cc1cc(C)c(NC2=NCCCS2)c(C)c1	2%	-6%	6%	-7%	-8%[10 µM]	-4%	-3%
Cc1nc2cc(C(=O)N3CCC4(CC3)OCCO4)ccc2n1-c1cccc(F)c1	-15%	-1%	-11%[38.3 µM]	15%[9.22 µM]	-18%	10%	7%
C=C1C([C@@H](O)C[C@H](C)C2O[C@@]3(CCCCO3)CC[C@H]2C)OC2CC[C@@]3(CC[C@@H](/C=C/[C@@H](C)C4CC(C)=C[C@]5(O4)O[C@H](C[C@@](C)(O)C(=O)O)CCC5O)O3)OC2[C@@H]1O (stereo partly specified)	0%	/	16%	/	/	8%	/
CC(=O)OC1CC[C@]2(C)C(CCC3C2CC[C@]2(C)C(C4=CC(=O)OC4)C(OC(C)=O)CC32O)C1 (stereo partly specified)	16%	/	20%	/	?	7%	/

Just GAA spleen mod and GAA glycogen, for four of the compounds above:
canonical_smiles,GAA spleen mod,GAA glycogen
CCN1C(=O)N(CC)C(=O)C2(Cc3ccccc3N3CCN(c4ccccc4)CC32)C1=O (stereo unspecified),-4%,-6%
COc1cccc(O)c1CN1CCCC(C(=O)c2ccccc2SC)C1 (stereo unspecified),1%,16%
CCC(=NCc1cc(OC)cc(OC)c1)c1c(O)[nH]c(=O)[nH]c1=O,5%,4%
Cc1ccccc1-n1c(-c2ccc([N+](=O)[O-])cc2)nc2ccccc2c1=O,-1%,6%
